Screening results deposited in PubChem BioAssay by The Scripps Research Institute Molecular Screening Center.
OXTR agonist: human OXTR agonism | CHO-OTR cells, Fluo-8 calcium fluorescence; normalized: DMSO 0%, oxytocin 100% | P30559 | hit rate 0.32% among 320,000 | AID 2435 | activation, % at 3 µM;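 active means activation above the mean of all tested compounds plus 3 SD, cutoff set per screening run, cut at about 20% in these data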;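 further: peak over basal fluorescence ratio from a 100 s FLIPR kinetic read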
GalR3 antagonist: human GalR3 antagonism. HEK293 GalR3-CNG cAMP membrane potential fluorescence; galR3 body fused to GalR1 C-terminus. hit rate 0.44% among 360,000. O60755. inhibition, % at 3 µM;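 active means inhibition above the screen-wide average plus 3 SD, cut at about 13% in these data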;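 further: forskolin and galanin both at EC90 stimulate the cells; cAMP rise reported by CNG channel membrane potential dye signal; 0% = forskolin plus galanin with DMSO and 100% = forskolin alone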
Target sequence (O60755 1-299 limits assumed): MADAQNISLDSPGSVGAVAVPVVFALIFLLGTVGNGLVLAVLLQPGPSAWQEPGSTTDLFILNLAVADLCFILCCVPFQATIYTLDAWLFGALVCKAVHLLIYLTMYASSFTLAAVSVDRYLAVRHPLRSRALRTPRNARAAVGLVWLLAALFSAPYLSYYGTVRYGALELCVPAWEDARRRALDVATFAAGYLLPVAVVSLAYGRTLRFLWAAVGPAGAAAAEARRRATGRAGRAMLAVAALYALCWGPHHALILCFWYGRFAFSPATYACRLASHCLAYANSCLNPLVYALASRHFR
V1R ag counter: counter-screen for oxytocin receptor agonists: human V1a receptor agonists. P37288. CHO-V1R cells, Fluo-8 calcium fluorescence, agonist mode; 0% DMSO, 100% 3 nM vasopressin. activation, % at 3 µM. hit rate 0.25% among 320,000;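 active means activation above the mean activation of all tested compounds plus 3 SD, per screening run, cut at about 20% in these data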;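 further: signal is peak over basal fluorescence ratio across a 100 second FLIPR read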
Target sequence (P37288 whole entry, looked up): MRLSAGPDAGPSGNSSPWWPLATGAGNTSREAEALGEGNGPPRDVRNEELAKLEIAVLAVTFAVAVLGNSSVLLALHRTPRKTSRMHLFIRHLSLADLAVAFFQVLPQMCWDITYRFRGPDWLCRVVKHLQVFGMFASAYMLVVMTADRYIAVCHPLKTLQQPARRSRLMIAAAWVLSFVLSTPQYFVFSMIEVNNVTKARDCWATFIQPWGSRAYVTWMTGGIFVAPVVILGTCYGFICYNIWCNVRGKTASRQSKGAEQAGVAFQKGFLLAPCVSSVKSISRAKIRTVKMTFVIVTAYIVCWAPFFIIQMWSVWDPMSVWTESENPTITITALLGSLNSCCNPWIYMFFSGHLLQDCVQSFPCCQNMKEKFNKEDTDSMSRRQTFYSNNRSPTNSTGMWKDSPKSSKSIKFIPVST
The depositor's hits bear a star.

A first look, 6 compounds:
Fields: OXTR agonist	GalR3 antagonist	V1R ag counter
- N#CCCNS(=O)(=O)c1ccc(C(=O)OCC(=O)Nc2ccc3c(c2)OCO3)cc1
    0.3	-5	-0.1
- CCOc1ccccc1NC(=O)C(OC(=O)c1ccc(NC(=O)CC#N)cc1)c1ccccc1 (stereo not drawn)
    -0.5	2	-0.8
- NS(=O)(=O)c1cccc(NC(=O)c2cccc(N3C(=O)c4ccccc4C3=O)c2)c1
    -0.4	-3	0.7
- C[C@H](CO)N1C[C@H](C)[C@@H](CN(C)CC2CCCCC2)Oc2c(NS(=O)(=O)c3ccc(F)cc3)cccc2C1=O
    2.0	1	0.7
- COc1ccc(NC(=O)C2CCC2)cc1S(=O)(=O)N1CCOCC1
    1.0	-4	0.2
- C=CCC[C@H](Cc1ccc(F)cc1)C(=O)OC[C@@H](NC(=O)[C@@H](CC=C)CC(=O)N[C@@H](CO)Cc1ccccc1)C(C)(C)C
    1.0	-5	6.5

Results, from the first entry:
Fields: OXTR agonist	GalR3 antagonist	V1R ag counter
- N#CCCNS(=O)(=O)c1ccc(C(=O)OCC(=O)Nc2ccc3c(c2)OCO3)cc1
    0.3	-5	-0.1
- CCOc1ccccc1NC(=O)C(OC(=O)c1ccc(NC(=O)CC#N)cc1)c1ccccc1 (stereo not drawn)
    -0.5	2	-0.8
- NS(=O)(=O)c1cccc(NC(=O)c2cccc(N3C(=O)c4ccccc4C3=O)c2)c1
    -0.4	-3	0.7
- C[C@H](CO)N1C[C@H](C)[C@@H](CN(C)CC2CCCCC2)Oc2c(NS(=O)(=O)c3ccc(F)cc3)cccc2C1=O
    2.0	1	0.7
- COc1ccc(NC(=O)C2CCC2)cc1S(=O)(=O)N1CCOCC1
    1.0	-4	0.2
- C=CCC[C@H](Cc1ccc(F)cc1)C(=O)OC[C@@H](NC(=O)[C@@H](CC=C)CC(=O)N[C@@H](CO)Cc1ccccc1)C(C)(C)C
    1.0	-5	6.5
- COc1ccc(NC(=O)Nc2ccc3c(c2)C(=O)N([C@H](C)CO)C[C@H](C)[C@@H](CN(C)S(=O)(=O)c2cccs2)O3)cc1
    1.2	5	0.0
- CC(Sc1nnc(-c2cccnc2)o1)C(=O)NC1CCCC1 (stereo not drawn)
    -0.2	-7	0.4
- Cc1cc(SCC(=O)OCC(=O)N(CCC#N)c2ccccc2)nc2ccccc12
    -0.3	-3	0.6
- CCOC(=O)[C@H]1[C@H]2COc3ccccc3[C@@H]2N2C(=O)c3c(C)cc(C)cc3NC(=O)[C@@]12C
    -1.9	3	-1.9
- O=C1CCN(Cc2ccccc2)S(=O)(=O)c2c(F)cc(F)cc21
    -0.8	-5	-0.8
- CC1CCC2(CC1)NC(=O)N(CC(=O)NC1CCCCC1C)C2=O (stereo not drawn)
    -0.1	-5	0.4
- O=C(COC(=O)c1ccc(Cl)c(S(=O)(=O)N2CCCC2)c1)NCc1ccccc1
    -0.6	-3	1.4
- C=CCC[C@H](Cc1ccc(F)cc1)C(=O)OC[C@H](C)NC(=O)[C@H](CC=C)CC(=O)N(CCO)Cc1ccccc1
    -1.8	-5	0.1
- COc1ccc(/C=N/NC(=O)c2cccs2)c2ccccc12
    -1.7	-6	-1.0
- CC/C=C\C/C=C\C/C=C\CCCCCCCC(=O)O
    0.8	1	0.2
- COc1ccccc1C(=O)NC(=O)COC(=O)C1(C)CC1(Cl)Cl (stereo not drawn)
    -0.9	-4	0.4
- Cc1cc(OCC(=O)OCC(=O)NCc2ccc3c(c2)OCO3)ccc1Cl
    3.7	-6	7.2
- Cc1noc(C)c1COc1ccccc1C(=O)N(C)CC(=O)Nc1ccc(F)cc1
    -1.4	4	-0.1
- CC(C)Cc1nnc(NC(=O)c2cccc(S(=O)(=O)N3CCN(C)CC3)c2)s1
    1.2	-5	0.3
- CCN(CC(=O)Nc1ccc2c(c1)OCO2)CC(=O)Nc1ccccc1C(F)(F)F
    -1.6	-6	0.3
- CCN(C[C@H]1N[C@@](C)(C(=O)OC)[C@H]2C(=O)N(Cc3ccccc3)C(=O)[C@@H]12)C(=O)c1ccc(F)cc1
    -0.9	1	-0.9
- CCOc1ccc(NC(=O)COc2ccc(C(=O)NCc3cccnc3)cc2OC)cc1
    0.2	-4	2.7
- CC(C)CCN(C(=O)C1CSC2(C)CCC(=O)N12)c1c(N)n(Cc2ccccc2)c(=O)[nH]c1=O (stereo not drawn)
    -0.3	2	-0.9
- CCN(CC)S(=O)(=O)c1ccc(N2CCCC2)c(NC(=O)c2nn(C)c(=O)c3ccccc23)c1
    -2.8	-3	-1.8
- CCOc1ccc(C(=O)NCC(=O)NCC(c2ccco2)N2CCCCC2)cc1OCC (stereo not drawn)
    -0.2	0	-0.3
- Cc1ccn2c(=O)nc(SCC(=O)NC3CCCCC3)nc2c1
    0.4	-3	1.1
- O=C(COC(=O)/C=C/c1ccc([N+](=O)[O-])cc1)Nc1ccc(F)cc1
    2.1	-6	3.2
- COc1cc(CCC(=O)NC2(C)CCS(=O)(=O)C2)cc(OC)c1OC (stereo not drawn)
    0.0	-4	-0.2
- Cc1ccc(C)c(NC(=O)CN(C)C(=O)C2CCCC2)c1
    -1.1	2	-0.5
- COc1ccc(CN2C(=O)C(C)Nc3ncnc(N4CCN(c5ccccn5)CC4)c32)cc1 (stereo not drawn)
    0.7	-2	0.6
- O=c1[nH]cc(S(=O)(=O)N2CCN(c3cccc(C(F)(F)F)c3)CC2)c(=O)[nH]1
    0.4	-1	0.1
- Cc1cccc(C(=O)NCCC(=O)NCc2ccccc2F)c1
    0.3	-1	-0.3
- CC(CC(=O)OCC(=O)Nc1ccc2[nH]c(=O)[nH]c2c1)c1ccccc1 (stereo not drawn)
    -0.3	-1	0.4
- CC1CCCC(C)N1C(=O)COC(=O)c1cccs1 (stereo not drawn)
    -0.8	-8	0.4
- CCOC(=O)/C=C/[C@H]1CCc2cccc(Cl)c2O1
    -1.6	-3	-1.4
- CS(=O)(=O)c1ccc(C(=O)OCC(=O)c2ccc(Cl)s2)cc1
    -0.2	-6	-1.2
- C=CCOc1ccc(/C=C/C(=O)OCc2csc(CC(=O)Nc3ccccc3C)n2)cc1
    5.7	-6	5.8
- COc1ccc(CNC(=O)CCn2c(C)csc2=O)cc1
    0.0	0	0.4
- CCCCn1c(N)c(N(CC(C)C)C(=O)C2CC(=O)N(Cc3ccccc3)C2)c(=O)[nH]c1=O (stereo not drawn)
    -0.1	3	-0.6
- COc1ccccc1C(=O)Nc1ccc(OC(C)C(=O)N2CCOCC2)cc1 (stereo not drawn)
    0.7	-7	0.1
- O=C(COC(=O)C(CO)NS(=O)(=O)c1ccc(Br)cc1)Nc1ccc2c(c1)OCCO2 (stereo not drawn)
    -0.2	-4	-1.6
- C[C@H](NC(=O)c1nc[nH]c1C(=O)N(C)Cc1ccccc1)C(=O)OC(C)(C)C
    -0.6	-10	-0.7
- COc1ccc(C(=O)Nc2ccc(Br)cn2)cc1S(=O)(=O)N1CCOCC1
    0.4	-6	1.6
- Cc1ccc(N2CC(C(=O)N3CCC4(CC3)CC(=O)c3ccccc3O4)CC2=O)cc1 (stereo not drawn)
    1.5	-5	3.4
- Cc1ccc(S(=O)(=O)NCCC(=O)OCC(=O)N(Cc2ccccc2)C(C)(C)C)cc1
    -2.2	-6	0.0
- Cc1ccc(S(=O)(=O)N(C)C[C@H]2Oc3c(NC(=O)Nc4cccc5ccccc45)cccc3C(=O)N([C@@H](C)CO)C[C@@H]2C)cc1
    1.3	-4	1.9
- CC1CCC(NC(=O)c2cccc(S(=O)(=O)N3CCN(C)CC3)c2)CC1 (stereo not drawn)
    -0.1	-2	-0.8
- Cc1ccc(S(=O)(=O)N2CCN(C(=O)CN3C(=O)NC(C)(c4ccc(Cl)cc4)C3=O)CC2)c(C)c1 (stereo not drawn)
    4.3	-9	5.0
- Cc1ccnc(NC(=O)CN2C(=O)c3ccccc3S2(=O)=O)c1
    -0.2	-5	0.8
- COc1ccc2oc(C(=O)OCC(=O)N(C)C3CCCCC3)c(C)c2c1
    -1.4	-3	1.3
- CCCc1cc(=O)[nH]c(SCC(=O)Nc2ccc(S(=O)(=O)N3CCCC3)cc2)n1
    -0.5	-4	-0.3
- CC(=O)Nc1ccc2c(c1)N(S(=O)(=O)c1cccs1)CCC2
    2.5	7	3.0
- CC(C(=O)Nc1ncc([N+](=O)[O-])s1)N1C(=O)c2ccccc2S1(=O)=O (stereo not drawn)
    0.6	-6	0.6
- CCCNC(=O)c1onc(CSc2ccc(Cl)cc2)c1C(=O)NC(C)C
    -1.8	-5	-0.7
- CCCN(C(=O)Cn1nc(C)c([N+](=O)[O-])c1C)c1c(N)n(Cc2ccccc2)c(=O)[nH]c1=O
    1.0	-6	-0.2
- O=C(NC1CCCCCC1)c1c(O)nc2sccn2c1=O
    0.0	-5	-0.9
- O=C(Nc1nnc(C2CC2)s1)c1ccc(Cl)nc1
    1.2	-5	0.6
- COc1ccccc1NS(=O)(=O)c1ccc(C(=O)N2CC(C)OC(C)C2)cc1 (stereo not drawn)
    3.4	-6	2.7
- COc1ccccc1NC(=S)NC1CCCC1
    0.7	-2	0.1

Continued.
Fields: OXTR agonist	GalR3 antagonist	V1R ag counter
- Cc1cc(C)n2nc(SCC(=O)N(CCC#N)c3ccc(F)cc3)nc2n1
    -0.2	-4	1.0
- C[C@H]1COC(=O)[C@@H](Cc2ccc(F)cc2)CC/C=C/C[C@H](CC(=O)N(CCO)Cc2ccccc2)C(=O)N1
    1.0	-5	0.0
- C[C@H](CO)N1C[C@H](C)[C@@H](CN(C)C(=O)Nc2ccc3c(c2)OCO3)Oc2c(NC(=O)Nc3ccc4c(c3)OCO4)cccc2C1=O
    0.7	-1	1.1
- CSCCC(NC(=O)COc1ccccc1)C(=O)N1CCN(c2ccccc2Cl)CC1 (stereo not drawn)
    -2.0	-6	0.1
- Cc1cccc(C2=NOC(=O)/C2=C\c2ccccc2F)c1
    1.1	-7	-0.1
- COc1ccc2oc(C(=O)OCC(=O)N3CCCCC3C)c(C)c2c1 (stereo not drawn)
    0.2	-4	0.5
- CC(C)(C)NC(=O)NC(=O)COC(=O)C1CCN(S(=O)(=O)c2cccs2)CC1
    0.8	1	2.6
- CCC(=O)c1ccc(OCC(=O)OCC(=O)c2cc(C)n(C3CC3)c2C)cc1
    4.4	-4	4.5
- COCCCn1c(C)cc(C(=O)CN2c3cccc4cccc(c34)S2(=O)=O)c1C
    6.0	-6	5.2
- C[C@H](CO)N1C[C@H](C)[C@@H](CN(C)Cc2ccncc2)Oc2c(NC(=O)C3CC3)cccc2C1=O
    2.0	-4	2.9
- COc1cc(C(=O)Nc2cc(S(C)(=O)=O)ccc2Cl)ccc1OCC(=O)N1CCOCC1
    0.5	3	0.2
- COC(=O)c1ccccc1S(=O)(=O)N1CCC(C(=O)N2CCC2)CC1
    0.7	-6	1.1
- CCN1C(=O)[C@H]2[C@@H](c3ccc(-c4ccc5c(c4)OCO5)c(OC)c3)N[C@@](Cc3ccccc3)(C(=O)OC)[C@H]2C1=O
    2.4	-7	1.3
- O=C(CSc1nccn1-c1cccc(F)c1)NC1CCCC1
    0.4	-8	-0.4
- Cc1ccc(S(=O)(=O)N2CCCCC2CCNC(=O)C(=O)NCc2ccncc2)cc1 (stereo not drawn)
    -0.7	-7	0.7
- COc1ccccc1C/C(N)=N/OC(=O)COc1ccc(C)cc1
    -1.5	0	-0.9
- COc1ccc(S(=O)(=O)N2CCCCCC2)cc1C(=O)N1CCN(c2ccccc2C)CC1
    8.8	-4	8.2
- Cc1cc(C(=O)NNC(=O)c2ccc(F)cc2)c(C)s1
    0.5	-2	0.1
- Cc1[nH]c2ccc(C(=O)OC(C)C(=O)NC3(C#N)CCCCC3)cc2c1C (stereo not drawn)
    0.8	0	0.3
- Cn1c(N)c(C(=O)COC(=O)/C=C/c2ccc(Cl)cc2)c(=O)n(C)c1=O
    18	-7	13
- O=C(CNS(=O)(=O)c1ccccc1F)OCC(=O)c1c[nH]c2ccccc12
    -0.1	-7	-0.6
- CCOc1ccccc1NC(=O)COc1cccnc1[N+](=O)[O-]
    -1.4	-6	-1.2
- COc1ccccc1CN(C)C(=O)CN1CCN(C(=O)c2cccs2)CC1
    1.2	-8	0.5
- COc1cc2c(cc1OC)CN(C(=O)CCC(=O)c1ccc(F)cc1)CC2
    1.3	-7	0.5
- O=S(=O)(O)c1cccnc1SCc1ccccc1
    0.1	-3	0.8
- Cc1csc(NC(=O)c2cc(C)on2)n1
    -0.1	-7	-0.5
- COc1ccc(OCCCC(=O)Nc2ccc(S(=O)(=O)N3CCOCC3)cc2)cc1
    10	0	8.9
- O=S(=O)(NCCc1ccccn1)c1cc(Cl)cc(Cl)c1O
    -0.3	-6	-0.3
- NS(=O)(=O)c1cccc(NC(=O)CCN2C(=O)C3CCCCC3C2=O)c1 (stereo not drawn)
    0.3	3	-0.5

A portion of the library; rates above refer to the full screens.
